# Screening results deposited in PubChem by National Center for Advancing Translational Sciences (NCATS).
# Tb PGK inh: qHTS Assay to Find Inhibitors of Phosphoglycerate Kinase. 0.043% of 380,000 active. PGK/GAPDH coupled, Kinase-Glo luminescence, 60 min. Phosphoglycerate kinase, glycosomal (Trypanosoma brucei brucei), P07378. Potency, µM (top dose mostly 57.5 µM), without a hit: at the highest dose activity change, negative = inhibition, actives largely listed as inhibitors. AID 602233, 2012; further: potency means the concentration at half of the fitted maximal effect; on the % scale 0 is the no-effect control and ±100 the full control effect; nearly all actives have a fitted effect of over 60% in size
#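 Luminescent ATP detection (Kinase-Glo Plus) follows a 60-minute room-temperature incubation, with wells lacking PGK as controls. Buffer: 100 mM TEA (pH 7.6), 5 mM MgCl2, 0.01% Tween-20. Coupling enzyme GAPDH (100 nM final) supplies unstable 1,3-BPG in-well.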
# HP1b binding inh: HTS for Inhibitors of HP1-beta Chromodomain Interactions with Methylated Histone Tails; Chromobox protein homolog 1 (Homo sapiens), P83916; AlphaScreen HP1-beta / biotin-H3K9me3 peptide binding; Potency, µM (titrated, usually from 114 µM), without a hit: at the top dose activity change, negative = inhibition, most hits filed as inhibitors; 0.56% of 390,000 active; further: potency means the concentration at half of the fitted maximal effect; nearly all actives have a fitted effect of over 70% in size; inactives centre near 23
#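 HP1-beta protein (50 nM final) preincubated 30 min at room temperature with biotinylated H3(1-18)K9me3 peptide (50 nM) in PBS pH 7.4, 0.01% Tween-20, then compound added for 30 min. AlphaScreen streptavidin donor/nickel chelate acceptor beads (10 ug/mL final), 30 min dark, luminescence read.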
# Pin1 inhibitor: qHTS Assay to Find Inhibitors of Pin1. Pin1 FP peptide displacement, HiFluor488, 10 min. Peptidyl-prolyl cis-trans isomerase NIMA-interacting 1 (Homo sapiens), Q13526. 0.009% of 390,000 active. AID 504891, 2011. Potency, µM (series often up to 115 µM), for inactives: top-dose activity, negative = inhibition, most hits filed as inhibitors; active means well fitted inhibition curve with a large enough effect in the polarisation, with a control signal flat, not every such curve was filed as active; inconclusive means small, poorly fitted or top-dose-only effect, or effect the other way, or a change in a side signal; inactive means no such curve, though single readings can be large or run the other way; the % refers to the polarisation; further: potency means the concentration at half of the fitted maximal effect; on the % scale 0 is the no-effect control and ±100 the full control effect
# ERG-DNA inh: qHTS for Small Molecule Inhibitors of the ERG Ets/DNA interaction; fluorescence polarization, His-ERG Ets domain / labelled DNA; 0.028% of 370,000 active; Transcriptional regulator ERG (Homo sapiens), P11308; AID 624246, 2012; Potency, µM (titrated, usually from 76.9 µM), inactives show at the highest dose FP activity, negative = inhibition, hits mostly inhibitors; active means well fitted inhibition curve with a large enough effect in the polarisation, with a control signal flat; inconclusive means small, poorly fitted or top-dose-only effect, or effect the other way, or a change in a side signal; inactive means no such curve, though single readings can be large or run the other way; the % refers to the polarisation;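 further: polarization taken with two DNA probes labelled with fluorescein and Texas red; potency means the concentration at half of the fitted maximal effect; % of control where 0% means no effect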
#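 His-tagged ERG Ets domain (1 uM in the protein solution; 300mM KCl, 50mM Tris-HCl, 1mM EDTA, 1mM DTT, pH 7.5) received compound, then a probe mix of 5 nM fluorescein-DNA and 100nM Texas-615-DNA. Fluorescence polarization was read for both dyes.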
# GLS inh: qHTS for Inhibitors of Glutaminase (GLS); Glutaminase kidney isoform, mitochondrial (Homo sapiens), O94925; GLS enzymatic activity, qHTS titration; Potency, µM (highest dose often 45.5 µM), inactives show at the highest dose activity change, negative = inhibition, hits mostly inhibitors; AID 624170, 2012; 0.21% of 410,000 active; further: potency means the concentration at half of the fitted maximal effect; on the % scale 0 is the no-effect control and ±100 the full control effect
#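 Glutamate formation by hKGA was monitored fluorometrically using coupled glutamate oxidase, HRP and Amplex Red. Substrate was added as 1 mM L-glutamine solution; incubation was 30 min at RT after an initial read.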
# JMJD2A Tudor inh: qHTS Assay for Inhibitors of JMJD2A-Tudor Domain; Lysine-specific demethylase 4A (Homo sapiens), O75164; AlphaScreen JMJD2A-Tudor / H3K4me3 peptide binding; Potency, µM (top dose mostly 114 µM), for inactives: at the top dose activity change, negative = inhibition, usual class: inhibitors; 4.4% of 390,000 active; AID 504339, 2011; further: potency means the concentration at half of the fitted maximal effect; on the % scale 0 is the no-effect control and ±100 the full control effect; nearly all actives have a fitted effect of over 50% in size
# Target sequence (O75164 whole entry, looked up, the tested form may be a part): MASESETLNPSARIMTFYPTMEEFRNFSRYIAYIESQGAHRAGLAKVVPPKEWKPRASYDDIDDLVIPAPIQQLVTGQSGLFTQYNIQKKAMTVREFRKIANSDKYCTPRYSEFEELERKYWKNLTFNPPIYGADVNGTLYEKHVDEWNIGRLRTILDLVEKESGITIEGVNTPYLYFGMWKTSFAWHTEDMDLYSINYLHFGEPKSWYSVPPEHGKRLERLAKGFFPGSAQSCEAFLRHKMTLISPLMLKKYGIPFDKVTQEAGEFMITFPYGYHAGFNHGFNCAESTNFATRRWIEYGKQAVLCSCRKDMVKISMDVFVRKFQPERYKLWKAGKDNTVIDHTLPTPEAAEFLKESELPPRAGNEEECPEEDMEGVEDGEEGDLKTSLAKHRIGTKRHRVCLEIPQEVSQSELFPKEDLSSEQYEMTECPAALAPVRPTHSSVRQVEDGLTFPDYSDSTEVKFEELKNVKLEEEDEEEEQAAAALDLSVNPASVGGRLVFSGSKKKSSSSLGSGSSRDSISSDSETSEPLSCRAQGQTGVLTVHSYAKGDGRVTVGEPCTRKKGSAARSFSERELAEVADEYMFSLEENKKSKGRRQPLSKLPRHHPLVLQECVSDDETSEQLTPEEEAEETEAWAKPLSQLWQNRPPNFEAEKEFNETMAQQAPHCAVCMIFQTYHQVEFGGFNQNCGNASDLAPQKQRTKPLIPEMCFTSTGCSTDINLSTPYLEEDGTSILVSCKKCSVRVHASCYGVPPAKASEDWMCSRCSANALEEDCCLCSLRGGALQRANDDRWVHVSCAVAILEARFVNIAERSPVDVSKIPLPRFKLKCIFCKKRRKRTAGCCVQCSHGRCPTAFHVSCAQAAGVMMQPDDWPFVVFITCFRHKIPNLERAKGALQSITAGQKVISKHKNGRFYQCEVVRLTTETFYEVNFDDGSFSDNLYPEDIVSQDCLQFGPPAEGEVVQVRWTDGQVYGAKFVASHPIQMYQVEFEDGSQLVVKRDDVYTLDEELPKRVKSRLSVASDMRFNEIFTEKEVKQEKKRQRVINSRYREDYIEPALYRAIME
# G9a inh: qHTS Assay for Inhibitors of Histone Lysine Methyltransferase G9a; Histone-lysine N-methyltransferase EHMT2 (Homo sapiens), Q96KQ7; 8.8% of 350,000 active; Potency, µM (top dose mostly 102 µM), for inactives: at the top dose activity, negative = inhibition, actives largely listed as inhibitors; G9a H3K9 monomethylation, AlphaScreen, 2 h; further: potency means the concentration at half of the fitted maximal effect; on the % scale 0 is the no-effect control and ±100 the full control effect; nearly all actives have a fitted effect of over 75% in size
#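 Methyltransferase reactions run at room temperature for 2 h (20 nM enzyme, 500 nM biotin-H3K9 peptide, 20 uM SAM) after a 15 min compound preincubation; product detected by AlphaScreen beads and anti-H3K9me1 antibody.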
# BAZ2B inh: qHTS Assay for Inhibitors of BAZ2B; AlphaScreen BAZ2B-H3K14Ac peptide displacement; Potency, µM (top dose mostly 114 µM), for inactives: top-dose activity change, negative = inhibition, actives largely listed as inhibitors; 4.4% of 360,000 active; AID 504333, 2011; further: potency means the concentration at half of the fitted maximal effect; on the % scale 0 is the no-effect control and ±100 the full control effect; nearly all actives have a fitted effect of over 60% in size
#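 Multi-concentration screen (max 110 uM) measuring displacement of acetylated histone H3 peptide from BAZ2B by AlphaScreen, using 50 nM protein, 50 nM peptide and 10 ug/mL streptavidin donor plus Ni-chelate acceptor beads.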
# PI4K2A block: qHTS for small molecular inhibitors of PI4K2A; activity change, negative = inhibition, % at 76.9 µM; 0.13% of 420,000 active; Phosphatidylinositol 4-kinase type 2-alpha (Homo sapiens), Q9BTU6; purified PI4K2A, ADP-Glo luminescence, 1 h; hits give low values; AID 1346378, 2018; in the data active means activity change below about -50%; inconclusive means mostly about -30% to -49%;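 further: -100% = wells without enzyme as full effect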
#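 In this quantitative HTS, ADP production by PI4K2A was quantified luminescently after 1 h at ambient temperature; 100 microM adenosine served as plate-quality control.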
# An asterisk follows results filed as active; i = inactive; ? = inconclusive; / = no result given; [ ] = remark or other dose. Unless noted, the call rests on the fitted dose curve; in most records, active means well fitted curve in the direction sought with a large enough effect; inconclusive means small, poorly fitted or top-dose-only effect, or another doubt; inactive means no such curve, though single readings can be large; an effect the other way counts as inactive or inconclusive.
compound	Tb PGK inh	HP1b binding inh	Pin1 inhibitor	ERG-DNA inh	GLS inh	JMJD2A Tudor inh	G9a inh	BAZ2B inh	PI4K2A block
CCOC(=O)c1c(NC(=O)C2COc3ccccc3O2)sc2c1CC(C)(C)NC2(C)C (stereo not drawn)	-1.4%	13.6%	2.2%	-5.3%	-1.4%	-28.4%	56.2µM*	?	0.9
CN1CCC(NC(=O)Cc2c(F)cccc2Cl)CC1	0.8%	15.9%	1.8%	11.2%	-0.4%	-11.5%	-21.1%	10.5%	-3.4
COc1ccccc1N(CC(=O)Nc1cc(C)on1)S(=O)(=O)c1ccc(Cl)cc1	-6.8%	39.8%[activator]	3.6%	11.6%	0.8%	-11.5%	16.0%[59 µM]	-10.1%	8.4
CCOc1ccccc1C(=O)N1CCN=C1SC	-14.1%	44.4%[activator]	-16.3%	-2.1%	-9.6%	-1.7%	3.9%[59 µM]	-3.7%	-0.8
CCOC(=O)c1ccccc1Nc1cc(C)nc2nc(-c3ccco3)nn12	/	20.9%	?	-2.1%	-5.9%	?	?	-33.6%	1.3
O=C1CN(C(=O)c2c(F)cccc2F)C(c2ccc(F)cc2)c2cc(Br)ccc2N1 (stereo not drawn)	-3.2%	3.9%	1.7%	-3.3%	-5.8%	-32.4%	?	1.1%	4.3
Cc1ccc(C)c(NC(=O)CCN2CC(C)CC(C)C2)c1 (stereo not drawn)	-2.9%	24.2%	-3.5%	13.9%	1.0%	-8.2%	25.9%[0.501 µM]	5.5%	-3.0
CCCN(C(=O)c1ccco1)c1nnc(-c2ccccc2C)s1	/	173.0%[activator]	9.3%	15.7%	-0.3%	54.6%[activator]	/	?	-2.1
O=S(=O)(c1ccc(-c2n[nH]c(=S)o2)cc1)N1CCCCC1	i	?	-1.0%	47.4%[activator]	1.1%	-16.6%	11.2µM*	?	5.1
Cc1cccc(N2CCN(C(=O)Cn3nc(Cc4cccnc4)c4ccccc4c3=O)CC2)c1C	i	25.8%	-4.8%	0.5%	6.6%	?	2.6%[59 µM]	-37.1%	12.7
CN1C2=CC=CC=CC2=[N+](C)C12C([N+](=O)[O-])=CC(=[N+]([O-])[O-])C=C2[N+](=O)[O-] (stereo not drawn)	-3.4%	0.4%	1.8%	4.0%	-1.0%	-13.5%	?	-35.6%	-1.4
CCN1CCN(CCCNC(=O)CCC(=O)N2CC(C)Oc3ccc(C)cc32)CC1 (stereo not drawn)	i	71.4%[activator]	-4.0%	3.3%	2.2%	-9.2%	22.8%[59 µM]	-2.2%	-2.4
CC(C)c1csc(CN2CCCC(CCC(=O)NCc3ccccc3F)C2)n1 (stereo not drawn)	0.3%	31.2%	6.0%	-2.2%	-0.6%	-2.1%	25.6%[0.501 µM]	-0.6%	-2.8
COc1ccc(-c2sc3ccc(N4CCOCC4)cc3c2-c2ccc(O)cc2)cc1	-7.6%	43.2%[activator]	3.0%	5.1%	2.8%	-25.5%	0.9%[0.501 µM]	-20.4%	-0.9
CC(NC(=O)CSc1ncccc1C(=O)O)C1CC2CCC1C2 (stereo not drawn)	6.5%	61.8%[activator]	-9.9%	16.2%	1.7%	-4.1%	-26.9%	-1.6%	3.0
Nc1nnc(COc2ccccc2)s1	-3.4%	24.3%	-10.1%	14.3%	-3.4%	-5.6%	17.9%[59 µM]	5.2%	-1.5
CC[C@]1(C(=O)OC)[C@H]2C(=O)N(C)C(=O)[C@H]2[C@H]2CN=C(SCc3ccccc3)N21	-1.2%	43.8%[activator]	-0.7%	-2.5%	1.6%	-15.2%	/	/	1.0
CSCCC(=O)NC1CCCN(CCc2ccccc2)C1 (stereo not drawn)	-4.5%	29.8%	0.2%	-14.1%	-1.9%	-2.1%	/	8.1%	2.3
COC(=O)C1=C(C)NC(=O)NC1c1ccccc1 (stereo not drawn)	-8.8%	13.5%	-8.3%	2.2%	-0.5%	-11.2%	12.8%[59 µM]	5.7%	3.4
COC(=O)C1=C(C)NC(=O)NC1c1ccc(OC(=O)c2ccco2)cc1 (stereo not drawn)	-1.6%	38.9%[activator]	-0.2%	4.4%	-13.6%	-2.6%	10.7%[12.7 µM]	-7.4%	-2.5
COc1ccc2[nH]cc(/C=N/NS(=O)(=O)c3ccc(C)cc3)c2c1	-5.6%	2.7%	2.1%	-10.3%	13.1%	?	-29.1%	-34.4%	2.4
Cc1ccc2nc3c(cc(C(=O)NCCN4CCOCC4)c(=N)n3CCCN3CCOCC3)c(=O)n2c1	8.2%	11.0%[57 µM]	?	-0.1%	1.5%	-25.8%	?	-20.8%	4.1
CCCOc1ccc(C(=O)Nc2nonc2-c2ccc(OCC)cc2)cc1	7.1%	16.0%	-1.6%	0.6%	-3.8%	-15.1%	-16.6%[59 µM]	-0.9%	-3.7
CC1=CCC2([N+](=O)[O-])CN(CC(=O)O)CC1([N+](=O)[O-])C2 (stereo not drawn)	0.6%	17.5%	-6.0%	-5.6%	5.2%	-7.5%	-3.5%[59 µM]	0.7%	0.8
O=C(CCl)NN1C(=O)NC2(CCCCC2)C1=O	-5.4%	22.4%	0.7%	3.3%	0.8%	-8.6%	14.0%	-2.4%	1.0
O=C(N/N=C/c1cn(-c2cccs2)nc1-c1ccccc1)c1ccccc1Br	-6.7%	27.9%	7.9%	7.0%	-1.8%	-26.4%	5.4%	-2.9%	3.3
Cc1cccc(Cc2cnc(NC(=O)C3Cc4ccc(C)cc4C(=O)O3)s2)c1 (stereo not drawn)	i	24.1%	-0.9%	9.1%	-10.2%	1.4%	14.6%[59 µM]	0.9%[57.1 µM]	-3.0
O=[N+]([O-])c1ccc(OCCCOc2cccc3cccnc23)cc1	7.6%	37.2%	-0.4%	-8.1%	8.0%	-13.7%	7.5%[0.501 µM]	1.7%	1.0
Cc1ccc(NC(=O)CCC(=O)N2CCSc3ccccc32)cc1	-4.0%	45.6%[activator]	-3.2%	3.3%	-2.7%	-6.6%	0.0%[59 µM]	-20.3%	-2.0
COCCCNC(=O)/C(C#N)=C/c1ccc(OCC(=O)O)c(OC)c1	?	?	?	0.5%	10µM*	50.1µM*	12.6µM*	20µM*	2.4
O=C1CCCC/C=C\C[C@H](CC(=O)N(CCO)Cc2ccccc2)C(=O)NCCO1	-10.5%	3.5%	-15.2%	-1.2%	3.2%	-13.9%	/	/	-2.9
COc1cc(NC(=O)C/C(C)=N/NC(=O)c2cccs2)c(OC)cc1Cl	10.6%	25.5%	1.8%	-2.7%	-2.0%	-21.8%	2.0%	-26.0%	-2.7
CC(C)N(C(=O)[C@H]1C[C@H](CC(=O)NCCC2=CCCCC2)C(=O)N2CCc3c([nH]c4cc(-c5ccco5)ccc34)[C@]12C)C(C)C	-3.4%	-9.2%	24.7%	0.9%	7.3%	?	/	/	-1.6
CCOC(=O)c1c(C)[nH]c(C(=O)CSc2ccc(Cl)cc2)c1C	4.3%	13.2%	3.3%	-0.4%	1.0%	-2.9%	2.9%[59 µM]	-2.1%	4.1
N#CC1=C(SCc2ccccc2)NC2=C(C(=O)CCC2)C1c1ccc2c(c1)OCO2 (stereo not drawn)	-8.5%	-1.9%	2.1%	1.6%	1.1%	44.7µM*	3.6%[2.33 µM]	-38.0%	-7.4
O=C(CNC(=O)c1ccc(F)cc1)Nc1ccccc1C(F)(F)F	-8.0%	25.4%	-7.8%	-7.9%	4.5%	-2.9%[11.4 µM]	-0.3%	-20.7%	-2.4
Cc1ccc(CNC(=O)c2sc3nc[nH]c(=O)c3c2C)cc1	/	13.3%[57 µM]	3.1%	1.4%	7.4%	-12.3%	29.0%[59 µM]	-1.6%	0.6
COc1cnn(-c2ccc(Br)cc2)c(=O)c1SCc1ccccc1	i	51.1%	1.2%	9.5%	6.9%	-4.1%	9.2%[59 µM]	19.7%	-2.5
Cc1nc2ccc(S(=O)(=O)N(C)CC(=O)Nc3ccc(Br)c(C)c3)cc2s1	/	7.2%	5.1%	-1.2%	-5.7%	-11.7%	-5.0%[59 µM]	2.5%	4.0
CC(C)(C)OC(=O)N[C@@H](Cc1ccccc1)C(=O)N1CCC(C(=O)O)CC1	i	42.7%[activator]	4.9%	2.9%	-11.5%	6.2%	19.4%[0.501 µM]	-29.6%	-3.7
Cc1cc2cc(C)c(NCCNC(=O)c3ccccc3)nc2cc1C	1.9%	37.5%	2.2%	-4.4%	-1.5%	-9.0%	-18.7%	-24.9%	-2.2

# This is a random part of the collection; 11% or so of the library scored in one or more.
